RGS4 inhibitor: human RGS4 inhibition; Transcreener GDP fluorescence polarization, RGS4-accelerated GTP hydrolysis; AID 504845; 0.039% of 390,000 active; P49798; Potency, µM (series often up to 114 µM), without a hit: at the highest dose activity change, negative = inhibition, hits mostly inhibitors; also: % is scaled to controls: 0 for no effect and ±100 for the full control effect; nearly all actives have a fitted effect of over 75% in size; some results filed as inactive show a strong effect at the top dose
Target sequence (P49798 whole entry, looked up): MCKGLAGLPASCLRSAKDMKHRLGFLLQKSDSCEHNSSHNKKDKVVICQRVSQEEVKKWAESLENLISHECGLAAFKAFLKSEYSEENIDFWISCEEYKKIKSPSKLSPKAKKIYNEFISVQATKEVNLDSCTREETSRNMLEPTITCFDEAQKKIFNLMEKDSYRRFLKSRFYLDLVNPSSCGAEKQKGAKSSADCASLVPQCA
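MLSMR compounds (23 nl, pin-transferred) preincubated 10 min at room temperature with a 500nM (2x) first reagent, then RGS4 at 900nM (2x) plus Transcreener GDP mix added; fluorescence polarization (620/688 nm) read before and after 90 min at 30 °C.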
TrxR1 substrate: rat thioredoxin reductase 1 substrate activity | 0.01% of 390,000 active | Potency, µM (top dose mostly 114 µM), without a hit: at the highest dose activity change, negative = substrate turnover | purified TrxR1 substrate turnover, NADPH consumption readout | AID 588456 | O89049; also: % is scaled to controls: 0 for no effect and ±100 for the full control effect; nearly all actives have a fitted effect of over 50% in size
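Rat TrxR1, dispensed at 90 nM, was prereduced with 400 uM NADPH (final) for 5 min at ~22 deg C, then incubated with compound 15 min before 400 uM selenite. A first-read NADPH fluorescence drop versus no-compound background flagged substrates.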
rTrxR1 inhibitor: rat TrxR1 inhibition; Potency, µM (titrated, usually from 114 µM), for the others: at the highest dose activity change, negative = inhibition, hits mostly inhibitors; recombinant rTrxR1, NADPH fluorescence consumption, selenite substrate; 1% of 390,000 active; AID 588453; also: % is scaled to controls: 0 for no effect and ±100 for the full control effect; nearly all actives have a fitted effect of over 65% in size
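Rat TrxR1 (90 nM in the dispensed reagent) was pre-reduced with 400 uM NADPH for 5 min at room temperature, then incubated with compound for 15 min. After 400 uM selenite was added, NADPH fluorescence (Ex 340/Em 450 nm) was followed for 8 min.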
Vif-A3F inh: inhibitors of Vif-A3F interaction. HeLa A3F-eYFP + Vif (tagged APOBEC3F with the HIV-1 protein that degrades it), YFP fluorescence increase. Potency, µM (doses to about 46.1 µM), for the others: top-dose activity, negative = active. 0.2% of 390,000 active. AID 602313; also: % of control where 0% means no effect; nearly all actives have a fitted effect of over 65% in size
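HeLa cells stably expressing A3F-eYFP plus Vif, plated and incubated overnight at 37 deg C, then exposed to compounds overnight at 37 deg C. Blocked degradation read as raised yellow fluorescence (Ex 488/Em 500-530).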
RXFP1 ag: activates the human relaxin receptor RXFP1; HEK293T-RXFP1 cAMP TR-FRET, 30 min; response scale: percent of porcine relaxin response, buffer zero; 0.3% of 370,000 active; Potency, µM (titrated, usually from 57.5 µM), for inactives: top-dose activation, most hits filed as activators; Q9HBX9; also: % is scaled to controls: 0 for no effect and ±100 for the full control effect; nearly all actives have a fitted effect of over 60% in size; many of its hits are not listed in these tables
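Agonist response is measured as cAMP accumulation in an RXFP1-transfected HEK293T line under PDE4 inhibition. Values are scaled between buffer-only and 29 nM porcine relaxin, and EC50s come from standard Hill equation fits.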
ALOX12 inh: ALOX12 (human) lipoxygenase inhibition; purified 12hLO, xylenol orange hydroperoxide absorbance; Potency, µM (doses to about 108 µM), for the others: at the highest dose activity change, negative = inhibition, hits mostly inhibitors; 1.1% of 580,000 active; AID 1671190; P18054; also: % is scaled to controls: 0 for no effect and ±100 for the full control effect
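Hydroperoxide product was detected by ferrous iron/xylenol orange as the 573 to 405 nm absorbance ratio. Arachidonic acid at 40 uM (final) was turned over for 30 min at room temperature by 150 nM human 12hLO, pH 7.0 Hepes buffer, after 15 min compound preincubation.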
Vif-A3G inh: inhibitors of Vif-APOBEC3G interaction; 0.076% of 410,000 active; HeLa A3G-eYFP + Vif (tagged APOBEC3G with the HIV-1 protein that degrades it), YFP fluorescence, overnight; Potency, µM (titrated, usually from 46.1 µM), without a hit: top-dose activity, negative = active, most hits filed as inhibitors; Q9HC16; AID 602310;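 also: % is scaled to controls: 0 for no effect and ±100 for the full control effect; nearly all actives have a fitted effect of over 60% in size; hits raise eYFP signal because A3G escapes Vif-driven loss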
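Read-out is eYFP fluorescence (Ex 488/Em 500-530) from Vif-expressing HeLa A3G-eYFP cells; more signal means A3G escaped Vif-mediated degradation. Cells plated overnight, compound pinned in, incubated overnight at 37 deg C.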
mIDH1 inhibitor: inhibitors of human mutant IDH1 R132H; O75874; IDH1-R132H enzyme, NADPH consumption, diaphorase/resazurin fluorescence; Potency, µM (highest dose often 76.6 µM), for the others: at the top dose activity change, negative = inhibition, usual class: inhibitors; 0.093% of 390,000 active; also: % is scaled to controls: 0 for no effect and ±100 for the full control effect; nearly all actives have a fitted effect of over 65% in size
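IDH1-R132H (0.5 ug/mL dispensed) in pH 7.5 Tris buffer was preincubated 30 min with compound, then given a substrate mix of 0.016 mM NADPH and 2 mM alpha-KG for 80 min at room temperature; remaining NADPH was read by diaphorase/resazurin fluorescence.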
USP1-UAF1 inh: inhibitors of human USP1/UAF1 deubiquitinase. Potency, µM (series often up to 57.1 µM), for inactives: at the top dose activity change, negative = inhibition, most hits filed as inhibitors. AID 743255. recombinant USP1/UAF1, Ub-Rhodamine cleavage fluorescence. 0.23% of 390,000 active; also: % is scaled to controls: 0 for no effect and ±100 for the full control effect; nearly all actives have a fitted effect of over 60% in size; inactives centre near -12
Target sequence (O94782 whole entry, looked up): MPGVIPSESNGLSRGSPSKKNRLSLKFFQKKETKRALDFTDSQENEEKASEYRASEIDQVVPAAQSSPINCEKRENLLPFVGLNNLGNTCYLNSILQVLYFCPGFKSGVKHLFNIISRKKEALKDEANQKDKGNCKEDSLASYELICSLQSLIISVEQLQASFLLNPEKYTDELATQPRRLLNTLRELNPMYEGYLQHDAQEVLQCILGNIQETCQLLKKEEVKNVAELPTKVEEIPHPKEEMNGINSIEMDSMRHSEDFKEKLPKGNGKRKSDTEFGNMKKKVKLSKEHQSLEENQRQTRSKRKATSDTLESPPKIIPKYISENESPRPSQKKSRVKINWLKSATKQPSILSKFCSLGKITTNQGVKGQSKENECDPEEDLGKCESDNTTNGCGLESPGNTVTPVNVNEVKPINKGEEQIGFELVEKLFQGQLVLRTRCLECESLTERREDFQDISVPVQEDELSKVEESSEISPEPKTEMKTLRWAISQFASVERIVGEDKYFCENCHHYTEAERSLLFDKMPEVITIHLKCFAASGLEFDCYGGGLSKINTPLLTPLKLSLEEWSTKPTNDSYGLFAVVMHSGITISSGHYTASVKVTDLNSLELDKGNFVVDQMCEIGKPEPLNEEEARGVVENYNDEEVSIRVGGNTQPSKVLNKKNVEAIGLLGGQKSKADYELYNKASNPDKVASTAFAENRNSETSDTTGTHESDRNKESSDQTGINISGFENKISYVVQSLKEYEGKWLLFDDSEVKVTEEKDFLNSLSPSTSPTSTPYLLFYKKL
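High-throughput fluorogenic screen: 1nM USP1/UAF1 complex, Ub-Rho substrate 150nM final, 50mM HEPES pH 7.8 with 0.5mM EDTA, 0.1 mg/ml BSA, 1mM TCEP and 0.01% Tween-20.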
Starred values were filed as active, the others as inactive; ? = inconclusive; . = not tested or not shown; & = joins results of further samples; [ ] = dose if it differs, or a comment. Calls follow the shape of the dose curve; as a rule, active = well fitted curve in the direction sought with a large enough effect; inconclusive = small, poorly fitted or top-dose-only effect, or another doubt; inactive = no such curve, though single readings can be large; an effect the other way counts as inactive or inconclusive. Potency is read from the fitted curve at half-maximal effect.

structure,RGS4 inhibitor,TrxR1 substrate,rTrxR1 inhibitor,Vif-A3F inh,RXFP1 ag,ALOX12 inh,Vif-A3G inh,mIDH1 inhibitor,USP1-UAF1 inh
CCOC(=O)c1c(-c2cccs2)csc1NC(=O)c1ccncc1,-11.2%,15.5%,-17.8%,1.2%,-1.9%,-20.3%,2.0%,4.3%,-13.4%
O=C(COc1ccc2ccccc2c1)NNC(=O)c1ccc([N+](=O)[O-])cc1,-37.9%,9.7%[57.1 µM],31.7%[57.1 µM],-5.8%,2.0%,-16.1%,0.5%,5.5%,-19.5%
COc1ccccc1OCCSc1nnc(CNC(=O)c2ccco2)n1C,-5.2%,2.6%,12.2%,-11.6%,-1.1%,10.2%,-0.2%,-11.8%,-14.9%
O=C(NC1(C(F)(F)F)N=C2SCCN2C1=O)c1ccccc1 (stereo not given),0.1%,-3.0%,7.0%,-6.3%,0.3%,-12.0%,-0.6%,8.6%,-10.4%
COc1ccc(-c2sc(Nc3cccc4ccccc34)n[n+]2C)c(C)c1C,-2.3%,-3.6%,7.4%,5.2%,.,?,1.3%,-5.0%,-17.6%
Cc1ccc(N(C)S(=O)(=O)c2ccc3[nH]cc(C(=O)O)c(=O)c3c2)cc1C,4.5%,0.8%,20.4%,3.6%,-3.6%,?,-1.8%,-1.7%,-18.3%
CCN(c1cccc(C)c1)S(=O)(=O)c1c(C)nc2sc(C)cn2c1=O,8.2%,-7.4%,18.7%,-1.0%,0.4%,-18.1%,3.5%,34.9%[activator],-12.6%
CCOc1ccc(-c2cn3ccccc3n2)cc1[N+](=O)[O-],-28.6%,-1.6%[57.1 µM],8.3%[57.1 µM],1.7%,-0.7%,-14.2%,?,8.3%,-12.3%
COc1ccc2cnnc(SCC(=O)Nc3ccccc3)c2c1OC,-3.1%,-1.9%,-6.9%,-4.0%,3.3%,-4.3%,0.8%,16.4%,-5.5%
NC(=O)COC(=O)c1ccccc1Oc1ccccc1,-7.1%,-18.4%[57.1 µM],3.6%[57.1 µM],-3.8%,1.3%,-18.8%,2.5%,6.4%,-13.4%
O=C(c1ccc(O)cc1)c1ccc(C(=O)O)c(C(=O)O)c1,-17.3%,-1.2%[57.1 µM],-13.4%[57.1 µM],-10.9%,-0.3%,?,0.9%,6.6%,-14.7%
CC(C)CNS(=O)(=O)c1ccc(CCC(=O)N2CCN(Cc3ccc4c(c3)OCO4)CC2)cc1,18.7%,-6.8%,6.2%[57.1 µM],5.9%,0.2%,0.0%,-0.1%,1.9%,-13.5%
CC(C)C(=O)Nc1cccc(-c2nc3ccccc3c(=O)o2)c1,-7.6%,-4.4%,-16.1%,.,3.7%,169.9%[activator],0.9%,-2.3%,-17.6%
Cc1cc(C)n(-c2ccn(Cc3ccc(Cl)cc3Cl)c(=O)n2)n1,19.6%,2.1%,13.7%,-13.7%,-3.7%,?,0.9%,3.5%,-2.5%
COc1cc(SC)ccc1C(=O)Nc1cccc(C2OCCCO2)c1,-17.4%,3.8%,17.1%,1.0%,-1.8%,14.9%,-7.2%,0.5%,-22.9%
COCCN1CCn2c(nc3cc(NS(C)(=O)=O)ccc32)C1,0.4%,12.1%[57.1 µM],6.1%[57.1 µM],?,1.6%,52.9%[activator],-0.2%,3.2%,-17.8%
O=C(CN1CCCCCC1)Nc1ccc(S(=O)(=O)N2CCCCC2)cc1,-2.7%,8.5%,18.9%,-0.1%,0.3%,-0.5%,-0.6%,1.8%,?
Cc1cccnc1NC(=O)c1csnn1,3.1%,-9.8%[57.1 µM],-19.4%[57.1 µM],-7.1%,4.4%,?,-0.5%,-7.5%,10.6%
Cc1cccc(-n2c(Cc3cc(=O)[nH]c(=O)[nH]3)nnc2SCC(=O)Nc2cccc(C(F)(F)F)c2)c1,1.8%,7.0%,34.9%,-8.6%,4.1%,-2.9%,1.6%,3.8%,-5.5%
O=C(COC(=O)c1ccc2c(c1)OCO2)Nc1ccccc1Cl,21.9%,3.6%,33.1%,3.9%,4.0%,0.0%,1.0%,-1.2%,-14.1%

(continued)
smiles | RGS4 inhibitor | TrxR1 substrate | rTrxR1 inhibitor | Vif-A3F inh | RXFP1 ag | ALOX12 inh | Vif-A3G inh | mIDH1 inhibitor | USP1-UAF1 inh
c1ccc(OCCCc2nc(-c3cccnc3)no2)cc1 | -8.0% | 0.6%[57.1 µM] | 12.7%[57.1 µM] | 2.8% | 0.5% | 5.9% | 0.9% | 4.9% | -9.0%
COc1cccc(/C=C2\N=C3CCCCCN3C2=O)c1 | -10.5% | 0.1% | -3.7% | . | 0.0% | -11.1% | -0.8% | 3.3% | -17.3%
O=C(Nc1ccc2c(c1)OCO2)c1cc(-c2ccncc2)nc2ccccc12 | -15.6% | 7.2%[57.1 µM] | 18.8%[57.1 µM] | -0.8% | -0.6% | -16.9% | -30.0% | 2.1% | -26.9%
CCOc1ncccc1C(=O)OCC(=O)Nc1cc(S(=O)(=O)N2CCOCC2)ccc1Cl | -19.3% | -2.5% | 9.8% | -0.2% | -0.5% | -2.8% | 6.4% | 9.9% | -18.6%
COc1ccc(CNC(=O)CCCn2c(=O)c3cccn3c3ccc(F)cc32)cc1OC | -2.4% | -1.3% | 9.0% | 1.4% | 5.7% | -0.1% | -9.3% | 0.0% | -9.4%
CCOc1ccc(NC(=O)CCN2C(=S)NC(C)(C)CC2C)cc1 (stereo not given) | -8.7% | 7.8%[57.1 µM] | 21.1%[57.1 µM] | 8.7% | -0.5% | ? | 0.6% | 3.2% | -11.2%
Cc1cc(N2CCN(C)CC2)nc2ccc(NC(=O)c3ccccc3F)cc12 | -16.1%&4.6% | 1.0%&-2.2% | -4.1%&-0.4% | 9.5%&-7.9% | 1.3%&-2.1% | -1.7%&-8.9% | 1.2%&3.6% | 3.9%&13.6% | -21.8%&-15.1%
CCc1ccc(CNC(=O)c2cc3c(=O)oc4ccc(C)cc4c3s2)cc1 | 12.5% | 2.7% | 27.4% | 6.3% | 2.9% | -8.2% | 4.5% | 6.4% | -19.8%
C/C(=N\N1CCN(c2ccc(Cl)cc2)CC1)c1cccs1 | 14.9% | 4.1% | 20.9% | -5.6% | 6.6% | -10.4% | 0.0% | 1.9% | -10.9%
CCOc1ccc(-n2c(=S)sc3c(=O)[nH]c(SCC(=O)NC(C)CC)nc32)cc1 (stereo not given) | -21.9% | -4.7% | -13.5% | -0.6% | -0.9% | 0.6% | 0.2% | 36.9µM* | 5.1%
CCC(C(=O)NCCCc1ccccc1)n1nc(C)c2c(C)n(-c3ccccc3)nc2c1=O (stereo not given) | 8.9%[11.4 µM] | -1.8% | 9.9% | 2.0% | -0.4% | -4.7% | 3.5% | -0.7% | -20.6%
CC1CCCC(NC(=O)CNC(=S)N(Cc2ccccc2)Cc2cccs2)C1C (stereo not given) | -10.2% | -2.8%[57.1 µM] | 23.8%[57.1 µM] | -4.7% | 2.9% | -25.2% | -1.9% | -2.3% | -12.2%
COc1ccc(S(=O)(=O)N2CCOC2CNC(=O)C(=O)NCc2ccncc2)cc1 (stereo not given) | 5.3% | 0.7% | 15.1% | 2.8% | 1.4% | 0.0% | 0.6% | -5.6% | -21.3%
Cc1cc2oc(C(=O)N(Cc3ccccc3)C3CCS(=O)(=O)C3)cc(=O)c2cc1Cl (stereo not given) | 12.7% | 11.6% | 24.3% | -6.8% | 1.5% | 14.1% | -0.1% | 4.9% | -12.1%
CC(=O)c1c(C)[nH]c(C(=O)OCC(=O)Nc2cc(S(=O)(=O)N3CCCC3)ccc2Cl)c1C | -28.1% | -6.9% | -3.7% | -24.1% | -0.9% | -10.5% | -27.9% | 5.2% | -14.7%

Among those listed so far, these contain an NH in an aromatic ring.
smiles | RGS4 inhibitor | TrxR1 substrate | rTrxR1 inhibitor | Vif-A3F inh | RXFP1 ag | ALOX12 inh | Vif-A3G inh | mIDH1 inhibitor | USP1-UAF1 inh
Cc1ccc(N(C)S(=O)(=O)c2ccc3[nH]cc(C(=O)O)c(=O)c3c2)cc1C | 4.5% | 0.8% | 20.4% | 3.6% | -3.6% | ? | -1.8% | -1.7% | -18.3%
Cc1cccc(-n2c(Cc3cc(=O)[nH]c(=O)[nH]3)nnc2SCC(=O)Nc2cccc(C(F)(F)F)c2)c1 | 1.8% | 7.0% | 34.9% | -8.6% | 4.1% | -2.9% | 1.6% | 3.8% | -5.5%
CCOc1ccc(-n2c(=S)sc3c(=O)[nH]c(SCC(=O)NC(C)CC)nc32)cc1 (stereo not given) | -21.9% | -4.7% | -13.5% | -0.6% | -0.9% | 0.6% | 0.2% | 36.9µM* | 5.1%
CC(=O)c1c(C)[nH]c(C(=O)OCC(=O)Nc2cc(S(=O)(=O)N3CCCC3)ccc2Cl)c1C | -28.1% | -6.9% | -3.7% | -24.1% | -0.9% | -10.5% | -27.9% | 5.2% | -14.7%

Source: PubChem BioAssay (National Center for Advancing Translational Sciences (NCATS))

Some of the compounds tested; rates above refer to the full screens.
